Assay outcomes deposited in PubChem BioAssay by several laboratories.
NR1D1 modulator = modulators of human Rev-erb alpha DNA binding | P20393 | Rev-erbα–FITC-DNA binding, fluorescence polarization, 90 min | activity, % at 10 µM | 0.79% of 370,000 active | AID 1259318;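 active = activity above about 14%, limit read from the data; passing the limit was not always enough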;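 also: 0% = DMSO wells with 35 nM protein and 100% = DMSO wells with 750 nM protein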
NPR1 activator = GC-A (human) enzyme activation; activation, % at 10 µM; 0.14% of 370,000 active; P16066; HEK293 GC-A cells, cGMP TR-FRET, EC30 ANP; 0% at EC30 ANP, 100% saturating ANP; in the data active = activation above about 40%
HTRA1 inhibitor = blocks human HTRA1 serine peptidase; inhibition, % at 5.96 µM; AID 504803; 0.5% of 340,000 active; Q92743; recombinant HTRA1, FP-rhodamine activity-based probe, fluorescence polarization; in the data active = inhibition above about 36%;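 also: 0% = enzyme with DMSO and 100% = wells lacking enzyme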
Target sequence (Q92743 whole entry, looked up): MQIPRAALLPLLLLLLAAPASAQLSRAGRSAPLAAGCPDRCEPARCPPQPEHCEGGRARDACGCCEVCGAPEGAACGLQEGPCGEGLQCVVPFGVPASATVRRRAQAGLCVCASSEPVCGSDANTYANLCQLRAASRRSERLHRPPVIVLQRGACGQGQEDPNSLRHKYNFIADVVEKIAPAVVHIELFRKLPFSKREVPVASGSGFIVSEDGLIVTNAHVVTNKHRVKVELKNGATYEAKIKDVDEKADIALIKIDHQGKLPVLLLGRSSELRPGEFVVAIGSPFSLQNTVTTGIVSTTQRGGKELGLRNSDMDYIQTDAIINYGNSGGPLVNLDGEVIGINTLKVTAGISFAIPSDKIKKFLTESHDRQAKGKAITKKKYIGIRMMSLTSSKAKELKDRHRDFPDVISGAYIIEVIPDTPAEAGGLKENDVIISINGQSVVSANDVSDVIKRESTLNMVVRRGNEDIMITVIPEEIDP
PG9 binder = binds the HIV-1 gp120 antibody PG9; inhibition, % at 6.7 µM; TR-FRET gp120-PG9 antibody binding; 0.43% of 360,000 active; in the data active = inhibition above about 8.5%
ARFGAP1 inhibitor = inhibitors of rat ARFGAP1. Arfgap1-stimulated ARF1 GTP hydrolysis, GDP FP detection. inhibition, % at 16.5 µM. 0.26% of 360,000 active. AID 651572;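 active = inhibition above a per-plate limit, mean inhibition of low control wells plus 3 SD, cut at about 25% in these data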;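 also: 0% = DMSO wells with enzyme and 100% = wells lacking Arfgap1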
Target sequence (Q62848 1-136 limits assumed): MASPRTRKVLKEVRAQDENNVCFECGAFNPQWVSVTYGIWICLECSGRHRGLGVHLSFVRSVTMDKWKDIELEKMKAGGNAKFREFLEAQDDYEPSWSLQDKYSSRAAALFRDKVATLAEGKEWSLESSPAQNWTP
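Material: truncated rat Arfgap1 GAP domain; Incubation: compound-enzyme preincubation 20 min, reaction 120 min, detection 60 min, 25 °C; Read-out: percent inhibition of Arfgap1-stimulated GTP hydrolysis; Technique: FP, GDP Alexa 633 tracer displaced from anti-GDP antibody, 620/688 nm; Controls: No-Arfgap1 wells (100%) versus DMSO full-reaction wells (0%); Replication: single well per compound.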
NPR2 activator = GC-B (human) receptor activation; P20594; HEK293-GC-B cells, CNP EC30, cGMP TR-FRET; 0% at EC30 CNP, 100% saturating CNP; activation, % at 10 µM; 0.11% of 370,000 active; AID 1920062;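 active = activation at 10 µM reaching about 35% in either raw or pattern-adjusted values, limit read from the data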
ASAP1 inh = blocks human ASAP1-stimulated Arf1 GTP hydrolysis; Q9ULH1; GDP FP detection; inhibition, % at 16.5 µM; 0.19% of 360,000 active; AID 624377; in the data active = inhibition above about 25%;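 also: 0% = vehicle with enzyme and substrate and 100% = no enzyme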
mABHD4 FP = ABHD4 (mouse) inhibition, primary FP screen. purified mABHD4, FP-Rh probe fluorescence polarization. inhibition, % at 8.92 µM. 0.54% of 370,000 active;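 active = inhibition exceeding the mean over every tested compound plus 3 SD, cut at about 30% in these data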;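 also: 0% = plate median of compound wells and 100% = S159A mutant with DMSO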
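Assay system: mouse ABHD4 enzyme, wild type / Also added: fluorescent activity-based probe FP-Rh / Doses: single nominal dose of 8.92 µM, 0.89% DMSO final / Timing: 45 min compound pre-incubation plus 60 min probe step, 25 °C / Signal: FP readout, ex 525 nm / em 598 nm / Control set: S159A mutant/DMSO as 100%, compound-well median as 0%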
rCAG binder = molecules binding r(CAG) RNA repeats | r(CAG) RNA repeat, TO-PRO-1 dye displacement fluorescence | inhibition, % at 3 µM | 1.3% of 370,000 active | AID 651821;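 active = inhibition above the plate cutoff, the mean of all test compounds on that plate plus 3 SD, cut at about 35% in these data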;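 also: 0% = DMSO alone and 100% = 100 µM mitoxantrone as full dye displacement; higher means more dye released from RNA so lower well fluorescence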
SMARCA2 act = SMARCA2 function activation, primary screen. 1% of 370,000 active. MG213 cells, MMTV-luciferase reporter, dexamethasone, overnight. activation, % at 9.1 µM; in the data active = activation above about 7.8%;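 also: 0% = vehicle wells and 100% = reference activator wells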
* marks the source's active call; other numbers are inactive results; x = not tested or not shown.

Screens by letter: A = NR1D1 modulator; B = NPR1 activator; C = HTRA1 inhibitor; D = PG9 binder; E = ARFGAP1 inhibitor; F = NPR2 activator; G = ASAP1 inh; H = mABHD4 FP; I = rCAG binder; J = SMARCA2 act
1	COc1ccccc1NC(=O)/C(C#N)=C/c1c(C)nn(-c2ccc(F)cc2)c1Cl
  A: -4; B: -1; C: -2; D: 1.6; E: 2; F: -14; G: -2; H: 2; I: 2; J: -3
2	CCOC(=O)c1c(C)nc(C)c(C(=O)OCC)c1-c1cccc([N+](=O)[O-])c1
  A: -5; B: -8; C: 3; D: 0.5; E: -4; F: 2; G: -22; H: 3; I: 0; J: -1
3	Cc1nc2nc[nH]n2c(=O)c1NS(=O)(=O)c1ccc(F)cc1
  A: -5; B: 1; C: 3; D: -0.3; E: -6; F: -1; G: 2; H: 7; I: -2; J: -2
4	O=C(O)c1ccc(/C=N/NC(=O)c2cc(-c3cccs3)nc3ccccc23)cc1
  A: 2; B: -1; C: -17; D: -0.5; E: 10; F: 1; G: 0; H: -26; I: 28; J: -1
5	CCN(CC)C(=O)N1CCN(Cc2ccc3c(c2)OCO3)CC1
  A: 0; B: -1; C: 4; D: -1.2; E: -12; F: -2; G: 6; H: 1; I: -8; J: -2
6	Nn1c(SCC(=O)Nc2ccccc2-c2ccccc2)nnc1-c1cc(-c2ccccc2)n[nH]1
  A: -10; B: 1; C: x; D: x; E: x; F: -4; G: x; H: -2; I: 7; J: -6
7	O=S(=O)(N=C(NS(=O)(=O)c1ccc(Cl)cc1)c1ccccc1)c1ccc(Cl)cc1
  A: -3; B: 2; C: -9; D: 0.0; E: 5; F: -2; G: -6; H: 10; I: 55*; J: -3
8	Cc1ccc(C2CC(C(F)F)n3ncc(C(=O)Nc4cnn(Cc5ccccc5C)c4)c3N2)cc1 (stereo unspecified)
  A: 1; B: 0; C: -10; D: -0.1; E: -9; F: -8; G: -4; H: 3; I: 5; J: 0
9	CC(C)(C)S(=O)(=O)/C(C#N)=N/Nc1ccc(S(C)(=O)=O)cc1
  A: 8; B: -3; C: x; D: -1.8; E: -6; F: 7; G: 13; H: 2; I: 7; J: -1
10	COc1ccc2nc(NC(=O)C(NS(=O)(=O)c3cccc4nsnc34)C(C)C)sc2c1 (stereo unspecified)
  A: 31*; B: 2; C: -2; D: -0.3; E: -8; F: 1; G: -4; H: 4; I: 6; J: -4
11	CC1=C(C(=O)N2CCCCCC2)CC(CC(=O)NCCN2CCOCC2)C(=O)N1Cc1ccc(C(C)(C)C)cc1 (stereo unspecified)
  A: 2; B: -1; C: x; D: -0.1; E: -8; F: 0; G: 1; H: 9; I: -1; J: 2
12	Cc1cc(/C=N/NC(=O)c2ccsc2)c(C)n1-c1cnccn1
  A: 0; B: -1; C: 2; D: -3.1; E: -3; F: -4; G: 7; H: 3; I: 3; J: 8.0*
13	CC1(C)CC(=O)C2(CC3=C(CC(C)(C)CC3=O)O2)C(=O)C1
  A: -1; B: 1; C: 1; D: -0.4; E: 4; F: 3; G: -1; H: 6; I: 2; J: 1
14	Cc1onc(-c2c(F)cccc2Cl)c1C(=O)N1C=CC(C(F)(F)F)=NCC1
  A: 2; B: 0; C: 5; D: -0.3; E: 4; F: 6; G: -17; H: -5; I: -1; J: 1
15	Cc1nnc(SCC(=O)N(C2CCCCC2)C2CCS(=O)(=O)C2)n1N (stereo unspecified)
  A: -2; B: 4; C: -4; D: 0.6; E: 4; F: 6; G: 4; H: 0; I: 1; J: -1

(list continues)
Screens by letter: A = NR1D1 modulator; B = NPR1 activator; C = HTRA1 inhibitor; D = PG9 binder; E = ARFGAP1 inhibitor; F = NPR2 activator; G = ASAP1 inh; H = mABHD4 FP; I = rCAG binder; J = SMARCA2 act
16	CC(C)(C)c1ccc(C(=O)NCC(=O)OCC(=O)Nc2ccc3c(c2)OCCO3)cc1
  A: -2; B: -1; C: -1; D: -0.1; E: 4; F: 0; G: 9; H: -3; I: 0; J: 2
17	Cc1cccc(C)c1NC(=O)C1CCN(c2ncccn2)CC1
  A: -1; B: 2; C: x; D: x; E: x; F: 1; G: x; H: 2; I: 1; J: -3
18	Cc1ccc(C(C(=O)NC(C)(C)C)N(C(=O)CCC(=O)Nc2ccccn2)c2ccccc2F)cc1 (stereo unspecified)
  A: -1; B: -10; C: 2; D: -0.8; E: -4; F: -1; G: -2; H: 3; I: -1; J: -4
19	CC(=O)Nc1ccc(C(=O)NCCCOC(C)C)cc1
  A: -5; B: -4; C: 8; D: 0.7; E: -4; F: 2; G: 2; H: 3; I: 0; J: 3
20	O=C(Nc1ccc2c(c1)OCO2)C1CCN(C(=O)c2ccc(Br)cc2)CC1
  A: 9; B: -2; C: -2; D: 0.1; E: 3; F: -2; G: 5; H: 7; I: -3; J: 4
21	COc1ccc(-c2ccc(=O)n(Cc3cccc([N+](=O)[O-])c3)n2)cc1
  A: 4; B: 3; C: -9; D: -0.3; E: 18; F: -3; G: 0; H: -2; I: -2; J: -5
22	Cn1c(O)c(N=NC(=O)C2COc3ccccc3O2)c2ccccc21 (stereo unspecified)
  A: 3; B: 3; C: -1; D: -2.2; E: 16; F: -3; G: -2; H: 4; I: -1; J: 2
23	O=C(OCc1cn([C@H]2CN(Cc3cccs3)[C@@H](c3ccccc3)C[C@@H]2O)nn1)c1ccccc1
  A: 0; B: -6; C: -37; D: -2.1; E: 5; F: -3; G: 14; H: -6; I: 6; J: 0
24	O=C(N[C@H](C(=O)O)c1ccccc1)C1CCC(Cn2cnc3ccccc3c2=O)CC1 (stereo partly specified)
  A: -4; B: 7; C: 1; D: 1.6; E: 3; F: -6; G: 1; H: 1; I: 4; J: 0

Another view of 3 compounds above.
#19 CC(=O)Nc1ccc(C(=O)NCCCOC(C)C)cc1
- NR1D1 modulator: -5
- NPR1 activator: -4
- HTRA1 inhibitor: 8
- PG9 binder: 0.7
- ARFGAP1 inhibitor: -4
- NPR2 activator: 2
- ASAP1 inh: 2
- mABHD4 FP: 3
- rCAG binder: 0
- SMARCA2 act: 3
#24 O=C(N[C@H](C(=O)O)c1ccccc1)C1CCC(Cn2cnc3ccccc3c2=O)CC1 (stereo partly specified)
- NR1D1 modulator: -4
- NPR1 activator: 7
- HTRA1 inhibitor: 1
- PG9 binder: 1.6
- ARFGAP1 inhibitor: 3
- NPR2 activator: -6
- ASAP1 inh: 1
- mABHD4 FP: 1
- rCAG binder: 4
- SMARCA2 act: 0
#22 Cn1c(O)c(N=NC(=O)C2COc3ccccc3O2)c2ccccc21 (stereo unspecified)
- NR1D1 modulator: 3
- NPR1 activator: 3
- HTRA1 inhibitor: -1
- PG9 binder: -2.2
- ARFGAP1 inhibitor: 16
- NPR2 activator: -3
- ASAP1 inh: -2
- mABHD4 FP: 4
- rCAG binder: -1
- SMARCA2 act: 2
